# iPSC survival up: enhancers of single-cell hiPSC survival, primary screen, ATPlite luminescence. 360,000 compounds, 0.044% hits. 100% = ROCK inhibitor wells, 0% = DMSO. survival enhancement, % at 20 µM. AID 602274, 2012; in the data active = survival enhancement above about 18%;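 also: cells exposed to compounds for 16 hours before the ATP read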
# Cardio protect: cardioprotection against H2O2-induced cell death, primary screen, uHTS, H9c2 cells, ATPLite luminescence. 360,000 compounds, 0.63% hits. H9c2 cardiomyocytes, H2O2 injury protection, 2 h. protection from H2O2 cell death, % at 20 µM;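 active = compounds giving at least 50% protection of heart cells from peroxide-induced death in the single-dose screen, raw or plate-pattern-corrected value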;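 also: 0% = DMSO wells with peroxide and 100% = DMSO wells without peroxide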
# Vif imaging: HIV Vif self-association inhibitors, primary screen, imaging, HEK293T, single point; HEK293T cells, Vif self-association by quenched fluorescence, 24 h; inhibition, % at 7.49 µM; 340,000 compounds, 0.35% hits; in the data active = inhibition above about 50%, passing the limit was not always enough; also: some results filed as inactive read as strong as hits
# PDI turbidity: inhibitors of human PDI, primary screen, biochemical, turbidity, single point, plate reader; Protein disulfide-isomerase (Homo sapiens), P07237; PDI insulin aggregation turbidity, A650, 90 min; inhibition, % at 10 µM; 350,000 compounds, 0.052% hits; AID 588391, 2011;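 active = mean inhibition across replicates of 30% or more, whatever share of single replicates reach that level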;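 also: absorbance from insulin aggregation driven by PDI reduction with DTT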
# Target sequence (P07237 whole entry, looked up): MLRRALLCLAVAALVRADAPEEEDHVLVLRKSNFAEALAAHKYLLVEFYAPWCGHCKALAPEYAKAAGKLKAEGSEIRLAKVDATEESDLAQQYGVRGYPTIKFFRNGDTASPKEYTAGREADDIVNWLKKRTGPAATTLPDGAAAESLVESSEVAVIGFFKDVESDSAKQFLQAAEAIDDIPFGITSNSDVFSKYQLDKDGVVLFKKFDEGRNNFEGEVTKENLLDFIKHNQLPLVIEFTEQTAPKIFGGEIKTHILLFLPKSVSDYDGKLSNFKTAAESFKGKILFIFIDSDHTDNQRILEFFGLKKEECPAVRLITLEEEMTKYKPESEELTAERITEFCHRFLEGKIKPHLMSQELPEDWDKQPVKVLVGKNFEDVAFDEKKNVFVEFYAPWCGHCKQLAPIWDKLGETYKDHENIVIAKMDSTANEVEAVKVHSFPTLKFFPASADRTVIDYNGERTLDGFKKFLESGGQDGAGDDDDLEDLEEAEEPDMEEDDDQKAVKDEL
# CaV13 ICDI inh: Primary screen for inhibitors of IQ motif and Ca2+-dependent inactivation inhibitor domain binding in CACNA1D, Förster resonance energy transfer in living cells, … | HEK cells, CFP/YFP FRET ICDI-IQ, plate reader, 10 min; percent FRET-ratio fall versus neutral wells | inhibition, % at 12.3 µM | 340,000 compounds, 0.098% hits | AID 743397;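 active = mean replicate inhibition of at least 30% and at least 1% of replicates passing that level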;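 also: 0% = median of the neutral control wells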
# ABCB6 inh MLPCN: ABCB6 transporter inhibitors, primary screen, K562-ABCB6 cells, flow cytometry, MLPCN library. ATP-binding cassette sub-family B member 6 (Homo sapiens), Q9NP58. K562-ABCB6 porphyrin accumulation, 1 h; hits give low values. fluorescence ratio to DMSO, % at 10 µM. 360,000 compounds, 0.19% hits;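 active = fluorescence ratio to DMSO below 75%, the collection mean minus 3 SD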;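 also: signal is porphyrin accumulated inside mitochondria; 100% equals median channel fluorescence of DMSO control wells; lower ratio means ABCB6 inhibition with less porphyrin fluorescence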
# m5-HT2A agonist: mouse Htr2a agonists via beta-arrestin recruitment, primary screen, cell-based, luminescence; 5-hydroxytryptamine receptor 2A (Mus musculus), P35363; CHO-K1 mHTR2A beta-arrestin complementation; percent of 30 µM serotonin response; activation, % at 7.6 µM; 360,000 compounds, 0.66% hits;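 active = activation above a run cutoff, the mean activation of all tested compounds plus 3 SD, cut at about 14% in these data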;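 also: 0% = plate median of compound wells and 100% = 30 µM serotonin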
# Target sequence (P35363 whole entry, looked up): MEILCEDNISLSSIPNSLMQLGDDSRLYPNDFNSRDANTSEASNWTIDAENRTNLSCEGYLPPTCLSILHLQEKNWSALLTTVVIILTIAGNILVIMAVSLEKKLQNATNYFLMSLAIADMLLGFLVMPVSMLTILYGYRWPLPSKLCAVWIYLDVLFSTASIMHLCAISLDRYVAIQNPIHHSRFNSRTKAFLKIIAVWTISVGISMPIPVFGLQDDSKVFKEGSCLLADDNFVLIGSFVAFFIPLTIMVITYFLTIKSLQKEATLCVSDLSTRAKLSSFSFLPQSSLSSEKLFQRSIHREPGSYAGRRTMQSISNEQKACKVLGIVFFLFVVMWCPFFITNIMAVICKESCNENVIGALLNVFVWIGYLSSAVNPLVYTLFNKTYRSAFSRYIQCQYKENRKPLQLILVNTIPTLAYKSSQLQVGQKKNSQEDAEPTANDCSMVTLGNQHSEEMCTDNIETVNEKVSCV
# aDG glyco up: activators of alpha-DG glycosylation, primary screen, uHTS, Pro5-aDG cells, AlphaScreen | alpha-DG glycosylation AlphaScreen (IIH6); 0% Pro5, 100% B10-LARGE cell signal | activation, % at 10 µM | 360,000 compounds, 0.22% hits | AID 624168, 2012;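 active = activation of at least 8% versus controls, or a plate z-score of at least 8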;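 also: Pro5 are CHO cells carrying HIG-tagged alpha-DG that lacks glycosylation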
# N-glyco inh: increase of ERlucT glycosylation luciferase signal, primary screen, N-linked glycosylation inhibitor project, D54 ERlucT cells, luminescence, set 2; reporter increase, % at 12.5 µM; D54 ERlucT glycosylation luciferase reporter, 24 h; percent of 100 nM tunicamycin response; 360,000 compounds, 0.23% hits;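 active = mean luciferase reporter signal, scaled so untreated is 0 and the glycosylation-blocking control 100, at or above a set limit in every replicate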;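 also: luciferase carries N-glycosylation sites so blocking glycosylation raises the light; 0% = median of neutral control wells and 100% = median of 100 nM tunicamycin wells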
# Granule exo inh: LAMP-1 surface exposure blockers, TALL-104 cells – cell-based, flow cytometry, MLPCN library, primary screen; TALL-104 LAMP-1 surface exposure; cells stimulated with thapsigargin and PMA; inhibition, % at 10 µM; 360,000 compounds, 0.66% hits; AID 651702, 2012;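 active = inhibition above about 55%, limit read from the data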
# Starred values were filed as active, the others as inactive; x = no result given.
# Value order – iPSC survival up	Cardio protect	Vif imaging	PDI turbidity	CaV13 ICDI inh	ABCB6 inh MLPCN	m5-HT2A agonist	aDG glyco up	N-glyco inh	Granule exo inh
Cc1ccc(-n2ncc3c(SCC(N)=O)ncnc32)cc1C
    -0.8	-7	-7	0	-21	96	0	0.0	-1	-3
CCC(Sc1nc(-c2ccccc2)cc(=O)[nH]1)C(=O)O (centres undefined)
    2.1	0	2	0	-5	100	2	-0.1	3	-9
C#CCNC(=O)C1CCN(c2cc(C)nc(-c3ccccc3)n2)CC1
    0.5	4	-37	0	1	99	-2	0.4	0	1
COc1ccc(C(=O)OCc2cc(=O)n3c(C)csc3n2)cc1F
    -0.2	1	11	-3	-1	97	5	-0.3	-1	-4
Cc1nn(-c2ccccc2)c(C)c1/C=N/n1c(-c2ccc(Cl)cc2)n[nH]c1=S
    0.3	-5	0	4	-2	87	0	-0.2	0	-10
C=CCNC(=S)NNC(=O)COc1ccc(Br)cc1
    0.1	6	-12	-11	-5	100	5	-0.2	2	2
Cc1ccc(CN2CCCC2(C)C(=O)NC(C)C)cc1 (centres undefined)
    1.2	5	4	-7	-7	90	1	0.0	1	2
Cc1ccc(NC(=O)CN2C(=O)N/C(=C/c3cc(C)n(-c4cccc(C(=O)O)c4)c3C)C2=O)cc1
    0.2	-2	10	1	-1	90	-3	0.2	2	-7
Cc1cc(=O)[nH]c2nnc(-c3ccc(Cl)cc3)n12
    -0.6	-22	-6	2	-4	97	8	-0.1	-1	-12
COc1ccc(C(=O)O)cc1F
    1.1	7	9	-4	x	88	5	1.1	2	-2
C=CCn1c(=O)c2c(C)c(C)sc2n2c(Nc3ccccc3)nnc12
    -0.8	14	-13	-9	-5	99	1	0.5	0	-3
O=c1cc(/N=C/c2coc3cc(Br)ccc3c2=O)[nH]c(=S)[nH]1
    -0.1	-8	x	-2	-3	98	1	-0.1	-1	-5
O=C(CC(=O)Nc1ccc(Cl)cc1)N/N=C\c1cccc(F)c1
    -0.4	1	7	4	-2	105	4	-0.1	1	-6
CCOC(=O)Cc1c[nH]c(=S)[nH]c1=O
    -0.1	-5	3	6	-2	101	-1	0.0	0	-6
CCOc1ccccc1NC(=O)C1CCCCN1S(=O)(=O)c1ccccc1 (centres undefined)
    -0.4	-5	-3	-4	-3	96	-5	-0.1	1	-3

# New compounds follow
# Value order – iPSC survival up	Cardio protect	Vif imaging	PDI turbidity	CaV13 ICDI inh	ABCB6 inh MLPCN	m5-HT2A agonist	aDG glyco up	N-glyco inh	Granule exo inh
CCn1c(C(O)c2ccccc2)nc2ccccc21 (centres undefined)
    -0.2	1	x	1	-7	95	-5	0.0	-1	0
CCOC1=C2[C@@H](CN(S(=O)(=O)c3ccc(C)cc3)[C@H]2c2cccc3ccccc23)[C@H]2C(=O)NC(=O)[C@H]2C1
    -0.8	0	x	x	-7	99	1	0.1	0	3
CCc1ccccc1OCCCN1CCCC1
    -0.6	2	1	10	-5	101	-8	0.1	0	-4
CC(=O)Nc1cccc(OCCCNS(=O)(=O)c2ccc(F)cc2)c1
    -0.5	-3	6	10	1	96	2	0.0	-2	0
O=C(COc1ccccc1[N+](=O)[O-])Nc1ccc2c(c1)CCC2
    -0.3	-2	-7	2	-15	97	-9	1.1	0	3
N#Cc1ccccc1S(=O)(=O)N1CCC(C(=O)Nc2cccc(C(=O)NC3CC3)c2)CC1
    -0.5	7	-13	-4	-5	96	-1	-0.2	0	2
O=[N+]([O-])c1ccc(N2CCN(Cc3ccccc3)CC2)c(S(=O)(=O)N2CCOCC2)c1
    1.4	-11	-1	-2	x	102	-5	-0.7	-3	1
COc1ccc(COc2cc(-c3cccc(OC)c3)nc3ccc(NC(=O)c4ccc(N(C)C)cc4)cc23)cc1
    2.8	19	x	-8	x	90	-1	-0.7	16	-4
CC(=O)C1=C(O)C(=O)N(CCCCCC(=O)O)C1c1ccc(N(C)C)cc1 (centres undefined)
    -3.2	7	0	3	-5	94	-2	0.5	-1	-3
O=C(c1ccccc1)N1CCN(S(=O)(=O)c2ccccc2)CC1
    -0.6	3	-5	-1	-1	99	-7	0.0	0	9
CC(C)Cc1cc(CN2CCC(CO)(Cc3cccc(C(F)(F)F)c3)CC2)[nH]n1
    -0.6	-15	-4	14	-7	108	-10	10*	-2	10
CC(=O)Nc1cc[n+](C(C)C(=O)c2ccccc2)cc1 (centres undefined)
    -0.4	2	3	-2	-4	101	5	0.0	-1	7
Cc1c(NC(=S)NC(=O)C(c2ccccc2)c2ccccc2)cccc1C(=O)O
    6.0	1	1	6	-6	97	6	0.2	0	0
O=C(NCCOc1ccccc1Cl)c1ncn[nH]1
    -0.5	-3	-2	7	-14	103	2	-0.1	0	0
CCn1ncc(Br)c1C(=O)Nc1ccc(C(=O)OC(C)C)cc1
    -3.9	-4	-16	-4	-4	94	1	0.4	-1	-3

# The list continues.
# Value order – iPSC survival up	Cardio protect	Vif imaging	PDI turbidity	CaV13 ICDI inh	ABCB6 inh MLPCN	m5-HT2A agonist	aDG glyco up	N-glyco inh	Granule exo inh
COc1ccc(NC(=O)CSCC(=O)Nc2nnc(C3CC3)s2)cc1
    0.6	3	12	0	-6	97	5	-0.1	3	0
CC(C)c1nnc(NC(=O)CCS(=O)(=O)Cc2ccccc2)s1
    -0.7	0	-6	-4	-2	98	5	0.0	-5	1
c1ccc(NCc2nnc3n2CCCCC3)cc1
    0.7	-4	-3	-4	x	100	1	0.2	0	-1
CC(=O)N1c2ccc(S(=O)(=O)N(C)c3cc(C)ccc3C)cc2CC1C (centres undefined)
    -0.2	1	-13	9	-3	98	6	0.2	2	-6
O=C(COc1ccccc1)Nc1ccc(CSc2ccccc2)cc1
    6.1	-21	16	-5	1	96	0	0.2	-1	-1
COc1ccc(-c2noc(CCC(=O)N3CCN(c4ccccc4C)CC3)n2)cc1
    0.9	-18	x	3	-3	92	-7	0.0	1	4
C/C(=C\c1ccccc1)CN1CCN(C)CC1
    -0.7	4	6	-5	-3	97	-2	0.0	0	-13
C[C@@H]1CN([C@H](C)CO)C(=O)CCCn2nncc2CO[C@@H]1CN(C)C(=O)Nc1ccnc(N2CCOCC2)c1
    3.1	-8	12	5	-9	106	3	0.1	3	-6
CN(Cc1ccccc1)Cc1nc2c([nH]1)c(=O)n(C)c(=O)n2C
    -2.7	4	-5	3	-4	112	-1	0.1	1	2
Cc1cc(Nc2ccccc2)nc(NCc2ccccc2)n1
    0.1	-18	-23	0	-2	97	-4	0.8	0	-10
COc1ccc(-n2nc(C(=O)NCC(=O)NCCCN3CCOCC3)c3ccccc3c2=O)cc1Cl
    1.7	0	10	5	-3	101	1	0.0	1	16
O=C(CC(Nc1cccc(Cl)c1Cl)C(=O)O)c1ccccc1 (centres undefined)
    4.3	3	0	4	-6	104	-2	0.6	0	0
O=C(Nc1ccccc1Cl)c1cc(S(=O)(=O)N2CCOCC2)cs1
    -0.6	2	-2	3	-5	97	0	0.1	-1	0
COc1ccc(C(=O)NCCc2ccccc2)cc1[N+](=O)[O-]
    0.4	3	-3	-1	-4	99	0	0.0	-1	-4
Cc1ccc(C(=O)O)cc1NC(=O)Nc1ccc2c(c1)OCO2
    0.7	-3	-16	7	-5	97	0	0.0	1	3

# Carrying on.
# Value order – iPSC survival up	Cardio protect	Vif imaging	PDI turbidity	CaV13 ICDI inh	ABCB6 inh MLPCN	m5-HT2A agonist	aDG glyco up	N-glyco inh	Granule exo inh
CCN(CC)CCC(=O)N1c2ccccc2Sc2ccc(Cl)cc21
    -2.1	17	5	4	-4	95	-8	0.5	-9	5
CN(C)/C=C1/Oc2c(ccc3ccccc23)C1=O
    -1.8	3	-1	-3	-5	96	0	-0.4	-1	-4
NC(CCc1ccccc1)c1csc(Nc2ccc(C(F)(F)F)cn2)n1 (centres undefined)
    -1.7	-12	16	-2	-2	89	0	0.3	-2	31
C=CCn1c(Oc2ccccc2F)nc2c1c(=O)n(C)c(=O)n2C
    -0.1	-4	-10	-2	-4	96	-3	0.1	-7	-11
CC(C)N(C)Cc1nnnn1CC(=O)NCCc1cccc(C(F)(F)F)c1
    0.1	-4	-4	6	-4	109	5	0.0	2	20
COc1ccccc1OCCSc1nc(N)cc(N)n1
    -4.0	-1	5	-2	-5	96	4	-0.1	1	-1
CCOC(=O)C1(CC2CCCCO2)CCN(C(=O)Nc2ccc(SC)cc2)CC1 (centres undefined)
    -0.9	-9	-7	-10	-8	102	-6	0.3	-6	-3
c1ccc(-c2nnc(CSc3nnc(-c4cccs4)o3)o2)cc1
    5.0	3	-9	-1	0	100	0	-0.1	0	2
Cc1ccc2nc(COc3ccc(N(C)S(=O)(=O)c4ccccc4)cc3)cc(=O)n2c1
    -0.2	-12	-5	-9	-5	99	-1	0.5	1	2
O=C(Nc1ccc(Cl)c(Cl)c1)N[C@@H]1CC[C@@H](CCn2cc(C3CCCCC3)nn2)O[C@@H]1CO
    x	x	x	x	-15	x	1	1.9	x	16
O=S(=O)(Nc1ccc(-c2csc(-c3ccccc3)n2)cc1)c1ccc(F)cc1
    -0.6	-26	3	-1	-6	95	-1	0.2	-4	5
COc1cc2c(cc1OC)C(c1ccc3c(c1)OCO3)C1=C(CC(C)(C)CC1=O)N2 (centres undefined)
    0.5	72*	3	8	0	93	-6	-0.2	-2	2
Cn1nc(C(=O)N2CCN(c3ccccn3)CC2)c2ccccc2c1=O
    0.4	2	-10	2	-4	94	-1	0.0	-1	17
CCS(=O)(=O)Nc1ccc2[nH]c(=O)[nH]c2c1
    -0.4	5	-7	2	-2	100	0	-0.1	1	4
O=c1c(Cc2c(F)cccc2Cl)c(O)ccn1Cc1ccc(F)cc1
    0.0	-1	3	-8	-2	97	3	-0.1	-2	-5

# (continued)
# Value order – iPSC survival up	Cardio protect	Vif imaging	PDI turbidity	CaV13 ICDI inh	ABCB6 inh MLPCN	m5-HT2A agonist	aDG glyco up	N-glyco inh	Granule exo inh
CS/C(=C/[N+](=O)[O-])Nc1cccc2c1C(C)CC2(C)C (centres undefined)
    0.7	-9	6	0	-3	99	6	-0.2	-1	-2
CCCCC(=O)Nc1ccc2c(c1)C(=O)NC2=O
    4.8	10	5	-10	x	102	2	-0.1	1	8
Cn1cc(CNCCN2CCCCC2=O)c(-c2cccc(Cl)c2)n1
    0.8	3	2	-1	-5	100	1	-0.3	-1	-2
Cc1cc(OC(=O)c2ccc(Cl)cc2)cc(=O)n1C
    0.4	46	-6	-2	x	96	-1	0.2	1	-3
CCN(CC)c1ccc(N2C(=NC(=O)C3CC3)SC3CS(=O)(=O)CC32)cc1 (centres undefined)
    0.2	-6	0	-6	-4	97	3	-0.3	0	-1
O=C(O)COc1ccccc1/C=N/Nc1ccc(S(=O)(=O)N2CCOCC2)cc1[N+](=O)[O-]
    -0.3	-3	4	-4	-2	101	3	0.6	1	0
O=C(O)CCC(NC(=O)OCc1ccccc1)C(=O)O (centres undefined)
    3.5	1	-1	4	-5	x	-6	0.1	0	3
COC(=O)NNC(=O)COc1ccccc1C
    -0.5	8	2	6	-4	100	0	-0.1	2	0

# Compound activity from PubChem.
